High-throughput results from PubChem.
RGS4 inhibitor = human RGS4 inhibition | P49798 | Transcreener GDP fluorescence polarization, RGS4-accelerated GTP hydrolysis | Potency, µM (doses to about 114 µM), for the others: at the highest dose activity change, negative = inhibition, usual class: inhibitors | 390,000 tested, 0.039% active | AID 504845; note: potency is the fitted concentration of half-maximal effect; % is set by controls: 0 for no effect and ±100 for the full control effect; nearly all actives have a fitted effect of over 75% in size; some results filed as inactive show a strong effect at the top dose
Target sequence (P49798 whole entry, looked up): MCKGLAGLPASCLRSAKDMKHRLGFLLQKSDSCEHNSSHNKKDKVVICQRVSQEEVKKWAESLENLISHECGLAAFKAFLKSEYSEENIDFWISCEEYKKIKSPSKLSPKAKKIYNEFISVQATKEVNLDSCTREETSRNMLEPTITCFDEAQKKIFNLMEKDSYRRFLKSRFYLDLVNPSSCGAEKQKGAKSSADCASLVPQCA
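MLSMR compounds (23 nl, pin-transferred) preincubated 10 min at room temperature with a 500nM (2x) first reagent, then RGS4 at 900nM (2x) plus Transcreener GDP mix added; fluorescence polarization (620/688 nm) read before and after 90 min at 30 °C.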
Vif-APOBEC3G blk = Vif-A3G binding inhibition | HeLa A3G-eYFP + Vif (tagged APOBEC3G with the HIV-1 protein that degrades it), YFP fluorescence, overnight | Q9HC16 | Potency, µM (titrated, usually from 46.1 µM), without a hit: top-dose activity, negative = active, usual class: inhibitors | 410,000 tested, 0.076% active;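 note: potency is the fitted concentration of half-maximal effect; % is set by controls: 0 for no effect and ±100 for the full control effect; nearly all actives have a fitted effect of over 60% in size; hits raise eYFP signal because A3G escapes Vif-driven loss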
Target sequence (Q9HC16 whole entry, looked up): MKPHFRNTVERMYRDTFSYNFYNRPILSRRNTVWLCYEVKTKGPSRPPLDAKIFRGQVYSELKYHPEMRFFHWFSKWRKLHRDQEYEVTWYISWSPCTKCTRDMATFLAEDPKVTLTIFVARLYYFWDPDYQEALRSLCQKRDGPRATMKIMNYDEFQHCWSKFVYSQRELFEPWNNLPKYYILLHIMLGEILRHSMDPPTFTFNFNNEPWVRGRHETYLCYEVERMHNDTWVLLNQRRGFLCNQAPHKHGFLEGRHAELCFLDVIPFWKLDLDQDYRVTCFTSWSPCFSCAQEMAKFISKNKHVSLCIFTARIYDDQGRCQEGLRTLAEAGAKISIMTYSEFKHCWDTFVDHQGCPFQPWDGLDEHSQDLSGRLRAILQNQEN
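Read-out is eYFP fluorescence (Ex 488/Em 500-530) from Vif-expressing HeLa A3G-eYFP cells; more signal means A3G escaped Vif-mediated degradation. Cells plated overnight, compound pinned in, incubated overnight at 37 deg C.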
LDHA block = LDHA (human) enzyme inhibition | activity change, % (values are at about 110 or 230 µM) | P00338 | purified LDHA, NADH/diaphorase-resazurin fluorescence; stronger effect = lower value | AID 1347041 | 480,000 tested, 0.15% active; in the data active = activity change below about -30%; inconclusive = mostly about -25% to -30%;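 note: plate controls were DMSO wells for no effect and wells without enzyme for full effect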
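Remaining NADH was detected by diaphorase (0.133 mg/mL) converting 37 µM resazurin to fluorescent resorufin, read at 0 and 20 minutes. The preceding 5-minute room-temperature reaction used 2 nM LDHA, 0.2 mM sodium pyruvate and 0.06 mM NADH at pH 7.4.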
D2 ag = D2 dopamine receptor (human) agonism. P14416. HEK293 T-REx D2 cells, calcium flux agonist mode. activation, % at 2 µM. 340,000 tested, 0.53% active;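 active = activation over 3 SD above normal in the single-dose calcium agonist read, cut at about 30% in these data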; note: 0% is about no effect
Target sequence (P14416 whole entry, looked up): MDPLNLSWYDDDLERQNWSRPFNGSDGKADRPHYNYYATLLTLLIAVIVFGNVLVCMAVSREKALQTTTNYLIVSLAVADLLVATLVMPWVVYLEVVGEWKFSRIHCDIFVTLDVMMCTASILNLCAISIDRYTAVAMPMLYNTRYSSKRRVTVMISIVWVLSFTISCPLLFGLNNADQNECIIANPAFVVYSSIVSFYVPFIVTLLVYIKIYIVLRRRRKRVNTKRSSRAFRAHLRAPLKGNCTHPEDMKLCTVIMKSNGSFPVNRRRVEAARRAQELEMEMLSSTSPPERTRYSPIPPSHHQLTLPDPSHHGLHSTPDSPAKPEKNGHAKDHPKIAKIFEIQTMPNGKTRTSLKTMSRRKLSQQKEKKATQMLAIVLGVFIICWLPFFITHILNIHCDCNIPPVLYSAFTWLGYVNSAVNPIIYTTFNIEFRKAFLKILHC
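In this primary screen, compounds producing a positive calcium signal within 180 s of addition to tetracycline-induced, force-coupled HEK293 Trex D2 cells are flagged; cells are dye-loaded with a no-wash calcium kit beforehand.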
Glioma ERSR ind = ER stress response induction in glioma; U87-MG GRP78 promoter luciferase reporter, 16 h; Potency, µM, for the others: at the highest dose activation, usual class: activators; 420,000 tested, 0.02% active; AID 602332; note: potency is the fitted concentration of half-maximal effect; series mostly up to about 76 µM; % of control where 0% means no effect; nearly all actives have a fitted effect of over 35% in size
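Stably transfected U87-MG human glioma cells carrying a GRP78-based luminescent sensor were seeded at 1000 cells/well, pin-dosed with compounds and incubated 16 h. Luciferase reagent was then added, and end-point luminescence was read after 10 min at room temperature.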
ALOX12 inh = blocks human arachidonate 12S-lipoxygenase | P18054 | purified 12hLO, xylenol orange hydroperoxide absorbance | Potency, µM (series often up to 108 µM), for inactives: at the top dose activity change, negative = inhibition, actives largely listed as inhibitors | 580,000 tested, 1.1% active; note: potency is the fitted concentration of half-maximal effect; % is set by controls: 0 for no effect and ±100 for the full control effect
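Purified human 12hLO (150 nM final) in 25 mM Hepes, 0.01% Triton X-100, pH 7.0 was preincubated 15 min at room temperature with compound. Then 40 uM arachidonic acid was added, 30 min. Hydroperoxide was read by Fe-XO absorbance ratio 573/405 nm.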
Vif-APOBEC3F blk = Vif-A3F binding inhibition; 390,000 tested, 0.2% active; AID 602313; HeLa A3F-eYFP + Vif (tagged APOBEC3F with the HIV-1 protein that degrades it), YFP fluorescence increase; Potency, µM (series often up to 46.1 µM), without a hit: at the highest dose activity, negative = active; note: potency is the fitted concentration of half-maximal effect; % of control where 0% means no effect; nearly all actives have a fitted effect of over 65% in size
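Fluorescence increase (Ex 488/Em 500-530) after overnight compound treatment at 37 deg C flags inhibition of Vif-driven A3F-eYFP loss in stable HeLa A3F-eYFP/Vif cells seeded overnight beforehand.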
D2 antagonist = antagonists of human D2 dopamine receptor. inhibition, % at 10 µM. HEK293 TREx D2 cells, calcium flux, dopamine EC80. AID 485344. 340,000 tested, 2% active; in the data active = inhibition above about 30%; note: 0% is about no effect
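In this primary screen, negative modulation is detected by tracking calcium flux after an EC80 dopamine challenge in inducible HEK293 T-REx D2 cells preexposed to test compound for 180 s.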
ERG-DNA inh = blocks human ERG Ets domain binding to DNA | fluorescence polarization, His-ERG Ets domain / labelled DNA | Potency, µM (titrated, usually from 76.9 µM), for the others: top-dose FP activity, negative = inhibition, hits mostly inhibitors | 370,000 tested, 0.028% active | AID 624246; active = well fitted inhibition curve with a large enough effect in the polarisation, with a control signal flat; inconclusive = small, poorly fitted or top-dose-only effect, or effect the other way, or a change in a side signal; inactive = no such curve, though single readings can be large or run the other way; the % refers to the polarisation;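 note: polarization taken with two DNA probes labelled with fluorescein and Texas red; potency is the fitted concentration of half-maximal effect; % of control where 0% means no effect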
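His-tagged ERG Ets domain (1 uM in the protein solution; 300mM KCl, 50mM Tris-HCl, 1mM EDTA, 1mM DTT, pH 7.5) received compound, then a probe mix of 5 nM fluorescein-DNA and 100nM Texas-615-DNA. Fluorescence polarization was read for both dyes.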
* marks the source's active call; other numbers are inactive results; ? = inconclusive; · = not tested or not shown; [ ] = another dose, or the depositor's remark. Unless noted, calls come from the whole dose curve; as a rule, active = well fitted curve in the direction sought with a large enough effect; inconclusive = small, poorly fitted or top-dose-only effect, or another doubt; inactive = no such curve, though single readings can be large; an effect the other way counts as inactive or inconclusive. These rows are one share of the data (hit frequency here may not be typical).

molecule,Vif-APOBEC3G blk,ERG-DNA inh,ALOX12 inh,Vif-APOBEC3F blk,D2 antagonist,D2 ag,LDHA block,RGS4 inhibitor,Glioma ERSR ind
Cc1ccccc1NC(=O)NC1CCCCC1C (centres undefined),2%,0%,-8%,-12%,6,0.0,-5,12%,-3%
Cc1ccc(N=CC2=C(O)CC(c3cccc(Cl)c3)CC2=O)cc1 (centres undefined),0%,-2%,4%,0%,-8,-0.4,-3,4%,-4%
CC(C)(C)OC(=O)NCCCCCNC(=O)c1nc[nH]c1C(=O)NCc1ccccc1,-5%,-8%,9%,0%,7,0.2,-8,17%,-3%
Cc1ccc(NC(=O)C2C(c3ccccc3)C=CC(c3ccccc3)C2C(=O)O)cc1 (centres undefined),1%,-3%,0%,-1%,4,0.1,1,-17%[11.4 µM],-2%
CCN(CC)c1nc(N)c2c(N)nc3c(c2c1C#N)CC(c1ccccc1)O3 (centres undefined),-7%,-1%,-5%,-4%,6,-0.5,26,-47%,2%
C=CCOc1ccccc1CN(CCc1ccccc1)C(=O)c1cccc(S(C)(=O)=O)c1,6%,4%,-10%,0%,-7,1.9,-6,-7%,-1%
COc1cc(C(=O)NCCNC(=O)c2ccc(C)nc2)cc(OC)c1OC,-1%,-3%,4%,-10%,10,-0.6,-6,14%,0%
O=C(NNC(=O)C1CCN(S(=O)(=O)c2cccc(C(F)(F)F)c2)CC1)C1CC1,3%,4%,9%,2%,4,-0.1,0,2%,-5%
CCOC(=O)c1c(C)oc2ccc(N(C(=O)c3ccncc3)S(=O)(=O)c3ccc(CC)cc3)cc12,7%,0%,0%,-19%,·,0.1,-1,-9%,11%
Nc1cc(Cl)ccc1Oc1ccc(Cl)cc1,-9%,6%,?,-8%,-2,0.1,2,12%,5%
Cc1c(CCC(=O)NCCc2ccc(Cl)cc2)c(=O)oc2c(C)c(O)ccc12,-6%,-2%,-22%,-1%,·,-0.4,-4,-6%,-4%
Nc1ncnc(Sc2ccc(Cl)cc2)c1[N+](=O)[O-],-28%,4%,-16%,0%,-5,0.8,-1,-13%,-7%
COc1ccc(S(=O)(=O)N2CCOC2CNC(=O)C(=O)NCCCN2CCCC2=O)cc1OC (centres undefined),1%,·,?,-4%,·,·,-9,·,-5%
CCOC(=O)c1sc(-c2ccc(Cl)cc2Cl)nc1O,-4%,14%,0%,0%,3,0.4,2,3%,-1%
CCOc1ccc(NS(=O)(=O)c2ccc(C(=O)NCC(c3ccco3)N3CCCCC3)cc2)cc1 (centres undefined),3%,·,?,-1%,·,·,-11,·,0%
O=C1/C(=C/c2ccccc2[N+](=O)[O-])COc2ccccc21,?,6%,-10%,-12%,-4,-1.4,-1,-34%,-4%
O=S(=O)(c1ccc(Cl)c(F)c1)N1CCC(c2nc(-c3ccncc3)no2)CC1,1%,-2%,-8%,-2%,5,1.6,-1,-1%,-3%
Cn1c(C(=O)O)c(C=O)c2ccccc21,-1%,-2%,-13%,20%,-14,1.3,-1,12%,-5%
CCCCCNC1=CC(=O)CC(c2ccccc2)C1 (centres undefined),?,14%,27%,0%,·,·,-4,?,-5%
CC(=O)Nc1ccc(-c2ccnc3c2CC(C(=O)Nc2ccc(C(C)C)cc2)O3)cc1 (centres undefined),0%,·,-50%,·,·,·,0,·,3%
Cc1nc2ncccn2c1-c1csc(Nc2ccccc2)n1,-28%,·,?,-24%,25,-2.5,1,?,-2%
O=C(Nc1ccc(Cl)cc1)c1ccc(Br)cc1F,0%,1%,11%,-6%,-7,-0.8,-1,-21%,-5%
O=CNc1cc(-c2ccc(C(=O)N3CCOCC3)cc2)cn2c(-c3ccc(F)cc3)cnc12,-16%,·,?,·,·,·,-2,·,-2%
CCc1nc2cc(NC(=O)C3(C)CCCN(C(C)C)C3)ccc2o1 (centres undefined),-2%,·,-7%,·,·,·,3,·,0%
Cc1nc2scc(C)n2c(=O)c1S(=O)(=O)NCCc1ccc(Cl)cc1,-4%,2%,-22%,4%,-13,0.4,-3,-1%,0%
CC1CCN(S(=O)(=O)c2csc(C(N)=O)c2)CC1,2%,0%,-7%,7%,·,0.0,-7,18%,-4%
CCCCn1c(SC(C)C(=O)NCC2CCCO2)nc2cc(C(=O)OC)ccc2c1=O (centres undefined),-9%,2%,5%,-16%,-3,0.2,0,14%,-4%
CN(Cc1cnccn1)Cc1nc(Cc2ccccc2Cl)no1,7%,4%,8%,10%,·,·,-1,-14%,-2%
COc1cc(C)c(NC(=O)COc2cccc3c2OC(C)(C)C3)cc1OC,9%,-16%,·,1%,-11,-0.7,1,-17%,-6%
O=C(O)c1ccc(NC(=O)c2ccco2)c(NC(=O)c2ccco2)c1,1%,7%,-7%,-2%,17,3.8,-3,?,-1%
Cc1cc(C)cc(SCc2noc(C(=O)NC(C)C)c2C(=O)NC(C)C)c1,-8%,-4%,·,-4%,4,0.7,4,-2%,0%
COc1ccc2c(c1)C1NC(=S)NC(C)(O2)C1C(=O)Nc1ccc(Cl)cc1 (centres undefined),-4%,2%,40µM*,-9%,-20,-0.3,-3,?,-3%
CN(C(=O)CSc1nc2ccc(NC(=O)COc3ccc(F)cc3)cc2s1)c1ccccc1,·,5%,-2%,·,·,-0.5,3,15%,·
Cc1nnc(SCc2cccc([N+](=O)[O-])c2)[nH]c1=O,-1%,4%,-7%,-2%,-23,2.8,-12,25%,-1%
Cc1cccc(OCc2nnc(SCC(=O)c3ccccc3)o2)c1,-24%,6%,4%,-9%,·,·,-1,5%[11.4 µM],0%
O=C(c1cc2cc(F)ccc2[nH]1)N1CCN(c2ccc(F)cc2)CC1,-6%,-5%,-17%,0%,-12,4.0,0,-3%,2%
NC(=O)CN1C(=O)C(=O)N(Cc2ccccc2Cl)C1=O,0%,-7%,-3%,0%,-11,-0.1,-1,37%,-1%
Oc1oc(-c2cccc3ccccc23)nc1/C=N/c1nccs1,-4%,15%,-3%,-14%,-1,2.4,-4,-12%,-4%
O=c1ccc2[n+]([O-])c3ccc(O)cc3oc-2c1,-1%,?,-25%,1%,-6,2.8,-14,?,-3%
O=C(c1cccs1)N1CCN(Cc2cccc([N+](=O)[O-])c2)CC1,0%,-5%,-31%,5%,38*,71*,-20,-25%,-3%
O=C(O)CCCn1cc(NC(=O)c2cc(F)c(F)cc2Cl)cn1,1%,-2%,0%,-18%,-4,0.0,12,?,-3%
CN(C)S(=O)(=O)c1cccc(C(=O)NCCOC(=O)c2cc(F)c(F)cc2Cl)c1,-1%,0%,-14%,2%,34*,-0.4,-8,3%,-2%
COc1ccc(S(=O)(=O)NCc2cccnc2)cc1NC(=O)c1ccc(Cl)cc1,-2%,4%,-20%,-18%,-2,0.1,-3,-8%,-4%
CCC(C(=O)Nc1cc(C(=O)O)ccc1C)c1ccccc1 (centres undefined),2%,3%,0%,0%,11,-0.5,1,-16%,-2%
Cc1cncn1CCc1nc2c3ccccc3nc(SCC(=O)Nc3ccccc3F)n2n1,-22%,0%,-19%,-5%,·,0.3,0,-2%,-11%
COc1ccc(-c2c(C#N)c(SCC(=O)Nc3cccc(Cl)c3)nc(C)c2C(=O)Nc2ccccc2)cc1OC,-1%,12%,-23%,-1%,·,0.6,3,-23%,-1%
COC(=O)c1sccc1NC(=O)c1csc2c1CCCC2,-1%,-6%,-5%,2%,·,·,7,-20%,5%
CSCCC1NC(=O)NC1=O (centres undefined),2%,-8%,·,-16%,-2,-2.4,-3,-3%,-3%
Cc1sc2ncnc(SC(C)C(=O)N3c4ccccc4Sc4ccccc43)c2c1C (centres undefined),-4%,4%,-15%,1%,-15,0.5,-8,-16%,-5%
O=C1O/C(=C/C(=O)N2CCOCC2)c2ccccc21,-8%,2%,0%,-15%,-11,0.9,-9,-5%,-5%

Next structures follow:
molecule,Vif-APOBEC3G blk,ERG-DNA inh,ALOX12 inh,Vif-APOBEC3F blk,D2 antagonist,D2 ag,LDHA block,RGS4 inhibitor,Glioma ERSR ind
CCN(CC)S(=O)(=O)c1ccc(C)c(NC(=O)/C=C/c2cccs2)c1,-1%,-6%,-15%,4%,-17,0.2,-5,-3%,1%
Cc1c(S(=O)(=O)N2CCc3ccccc3C2)c(=O)n(C)c(=O)n1C,2%,-2%,3%[57.4 µM],-11%,9,0.2,3,-1%,-1%
COC(=O)Cc1c(C)nc2nc(-c3ccc(OC)cc3)[nH]n2c1=O,-4%,-3%,0%,4%,0,-0.6,-7,-15%,-3%
O=C(COC(=O)C1=COCCO1)NCc1ccc(F)cc1,-5%,-6%,63%[activator],5%,3,-0.2,-1,9%,-1%
CCc1ccc(Nc2ncc3c(n2)CC(c2ccco2)CC3=O)cc1 (centres undefined),-2%,3%,-2%,4%,21,-2.4,-4,-27%,12%
Cc1cn([C@H]2C[C@H](O)[C@@H](CCC(=O)NCC(c3ccccc3)c3ccccc3)O2)c(=O)[nH]c1=O,0%,·,-5%,·,·,·,-8,·,0%
